Source: PubChem
NALP1 yeast inh: blocks the NALP1 inflammasome reconstituted in yeast. inhibition, % at 10 µM. 280,000 tested, 0.61% active. S. cerevisiae NALP1/ASC/caspase-1 growth, X-gal OD620, 72 h; in the data active = inhibition mostly above about 24%, no sharp cut-off; inactive = mostly below about 32%; also: some compounds called inactive have numbers as strong as hits
IDE inh: cellular human IDE inhibition; AID 434962; P14735; HEK cells, FAbetaB cleavage, fluorescence polarization; 320,000 tested, 0.41% active; inhibition, % at 5.59 µM;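 active = percent inhibition above the average of all tested compounds plus 3 SD, set per screening campaign, cut at about 16% in these data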;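 also: IDE supplied by intact live HEK cells; FP after avidin binding of uncleaved biotin substrate so inhibition keeps polarization high; 0% = DMSO wells and 100% = 60 µM reference IDE inhibitor Ii1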
PHOSPHO1 block: inhibitors of human PHOSPHO1 phosphatase | Q8TCT1 | recombinant PHOSPHO1, absorbance phosphatase assay | inhibition, % at 13.3 µM | 290,000 tested, 1.1% active | AID 1565; in the data active = inhibition above about 60%
IMP-1 inhibitor: inhibitors of Pseudomonas aeruginosa IMP-1 metallo-beta-lactamase. purified IMP-1, nitrocefin hydrolysis, epi-absorbance fluorescence. inhibition, % at 5.6 µM. 290,000 tested, 0.45% active;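 active = inhibition above the mean plus 3 SD of all compounds in the same screening run, cut at about 4.5% in these data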;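 also: 0% = IMP-1 with DMSO and 100% = DMSO wells lacking enzyme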
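System: Purified IMP-1 | Read-out basis: Percent enzyme inhibition | Controls: IMP-1 with DMSO as 0%, enzyme-free DMSO as 100% | Replicates: One well per compound | Doses: 5.6 µM nominal single concentration | Detection: Epi-absorbance fluorescence, 480 nm excitation, 530 nm emission | Incubation: 25 °C, 15 min preincubation, 25 min reaction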
p-CIP stab down: lowers stability of the mouse p/CIP coactivator protein | F442A p/CIP-EGFP cells, EGFP fluorescence, 16 h | Q05BA5 | decrease of EGFP signal, % at 10 µM | 290,000 tested, 0.01% active | AID 1984;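 active = EGFP signal decrease of at least 30% at 10 µM or well 3 SD below plate mean, unless failing retest; inactive = the rest, including hits failing retest or dose response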; also: some compounds called inactive have numbers as strong as hits; many of its hits are not listed in these tables
Target sequence (Q05BA5 1-1403): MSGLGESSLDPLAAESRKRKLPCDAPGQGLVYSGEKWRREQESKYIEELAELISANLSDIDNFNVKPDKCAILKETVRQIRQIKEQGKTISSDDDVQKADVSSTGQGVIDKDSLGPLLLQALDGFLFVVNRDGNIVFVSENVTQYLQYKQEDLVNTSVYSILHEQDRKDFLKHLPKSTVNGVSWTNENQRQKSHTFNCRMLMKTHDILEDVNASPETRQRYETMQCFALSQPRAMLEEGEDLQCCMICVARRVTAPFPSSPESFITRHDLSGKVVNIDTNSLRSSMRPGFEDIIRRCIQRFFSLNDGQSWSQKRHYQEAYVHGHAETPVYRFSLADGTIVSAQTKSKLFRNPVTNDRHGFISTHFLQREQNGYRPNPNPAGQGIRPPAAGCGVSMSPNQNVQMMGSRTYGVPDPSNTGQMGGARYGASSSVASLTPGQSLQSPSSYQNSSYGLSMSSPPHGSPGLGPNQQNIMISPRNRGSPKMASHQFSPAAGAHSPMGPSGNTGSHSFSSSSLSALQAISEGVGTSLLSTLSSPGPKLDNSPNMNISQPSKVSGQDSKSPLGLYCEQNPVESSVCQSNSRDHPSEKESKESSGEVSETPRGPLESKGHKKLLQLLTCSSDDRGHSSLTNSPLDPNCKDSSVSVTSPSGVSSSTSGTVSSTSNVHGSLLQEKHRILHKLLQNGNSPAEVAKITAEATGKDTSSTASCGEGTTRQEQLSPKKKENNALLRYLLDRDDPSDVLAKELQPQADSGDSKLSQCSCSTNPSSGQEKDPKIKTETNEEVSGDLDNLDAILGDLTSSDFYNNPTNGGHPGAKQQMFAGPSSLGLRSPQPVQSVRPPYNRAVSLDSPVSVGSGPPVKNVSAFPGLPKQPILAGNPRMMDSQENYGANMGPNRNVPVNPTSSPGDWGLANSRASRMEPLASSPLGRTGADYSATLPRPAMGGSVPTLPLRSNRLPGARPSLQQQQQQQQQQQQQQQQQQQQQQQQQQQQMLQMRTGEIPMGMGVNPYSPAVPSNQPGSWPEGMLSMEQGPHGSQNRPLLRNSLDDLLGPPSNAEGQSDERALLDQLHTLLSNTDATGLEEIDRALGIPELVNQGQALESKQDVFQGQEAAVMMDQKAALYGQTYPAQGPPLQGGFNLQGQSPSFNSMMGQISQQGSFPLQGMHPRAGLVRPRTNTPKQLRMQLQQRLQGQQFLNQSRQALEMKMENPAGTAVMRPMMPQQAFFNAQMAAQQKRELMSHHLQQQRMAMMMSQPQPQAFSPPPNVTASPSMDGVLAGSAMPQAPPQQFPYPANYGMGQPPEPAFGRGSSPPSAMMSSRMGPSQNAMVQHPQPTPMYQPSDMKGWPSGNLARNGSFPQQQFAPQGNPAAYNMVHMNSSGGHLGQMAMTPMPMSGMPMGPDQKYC
IDE act: boosts human insulin-degrading enzyme activity in HEK cells; FAbeta-B cleavage, fluorescence polarization; 0% vehicle, 100% cell-free pure enzyme wells; activation, % at 5.96 µM; 340,000 tested, 0.073% active; P14735;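 active = activation above the mean of all tested compounds plus 3 SD, set per screening campaign, cut at about 17% in these data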
PfM18AAP inh: PfM18AAP enzyme inhibition; recombinant PfM18AAP, H-Glu-NHMec fluorogenic cleavage; inhibition, % at 7.35 µM; 290,000 tested, 1.2% active; AID 1822;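 active = inhibition above the campaign mean inhibition over all tested compounds plus 3 SD, cut at about 28% in these data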;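 also: 0% = plate median of test compound wells and 100% = 2 mM ZnCl2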
GPR7 antag: human neuropeptides B/W receptor 1 antagonism. P48145. GPR7-expressing cells, fluorescence antagonist assay. inhibition, % at 4.4 µM. 290,000 tested, 1.1% active; in the data active = inhibition above about 16%, passing the limit was not always enough;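 also: cells stimulated with the agonist NPW; 0% = agonist with vehicle and 100% = vehicle without agonist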
VIM-2 inhibitor: blocks Pseudomonas aeruginosa VIM-2 metallo-beta-lactamase. purified VIM-2, nitrocefin hydrolysis, epi-absorbance fluorescence. inhibition, % at 5.6 µM. 290,000 tested, 0.89% active;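 active = inhibition above the mean of all tested compounds plus 3 SD, cutoff set per screening run, cut at about 7.5% in these data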;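 also: red hydrolysis product quenches plate fluorescence so inhibitors raise well fluorescence; 0% = enzyme with DMSO and 100% = DMSO without enzyme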
* hit, by the source's call; / = no result given.

NALP1 yeast inh,IDE inh,PHOSPHO1 block,IMP-1 inhibitor,p-CIP stab down,IDE act,PfM18AAP inh,GPR7 antag,VIM-2 inhibitor,SMILES
-3,5,-64,-0.6,6,1,1,-2,0.0,CNC(=S)Nc1ccc2nc(C)c(C)nc2c1
13,2,-4,-4.0,5,-1,2,-2,-4.0,O=c1oc2cc(OCc3c(F)c(F)c(F)c(F)c3F)ccc2cc1-c1ccccn1
21,0,-7,-1.3,-2,-2,-11,-4,-2.7,O=C(CN1CCc2ccccc2C1)Nc1cc(S(=O)(=O)N2CCOCC2)ccc1N1CCOCC1
-7,/,87*,-1.7,-19,-3,2,-18,-2.0,S=C(Nc1ccc2nc(-c3ccccn3)c(-c3ccccn3)nc2c1)N1CCCCC1
-12,4,-31,-4.1,-27,6,-22,0,-5.1,CCSc1nnc(NC(=O)c2nc(S(=O)(=O)Cc3ccc(F)cc3)ncc2Cl)s1
32,0,39,-2.2,-5,-1,-3,-12,-2.3,Cc1ccc(C(=O)Nc2c3c(nn2C(C)(C)C)CS(=O)(=O)C3)cc1C
12,-3,46,-1.7,-8,11,1,36*,0.0,Cc1ccc(CN(Cc2cc3cccc(C)c3[nH]c2=O)C(=S)NCCCN(C)C)cc1
8,-2,-11,-4.9,2,3,-3,-10,0.4,CCOC(=O)c1sc(NC(=O)CNC(=O)Cn2cnc3sc(C)c(C)c3c2=O)nc1C
-7,4,13,1.3,-8,3,1,-5,-5.6,CC(=O)c1ccc(N2C(=O)[C@@H]3C(CCC(N)=O)NC4(C(=O)Nc5c4ccc(Cl)c5C)[C@@H]3C2=O)cc1 (stereo partly drawn)
14,-2,-6,1.9,-15,1,11,-8,-1.2,Cc1cccc(C(=O)NNS(=O)(=O)c2ccccc2[N+](=O)[O-])c1
34,11,-13,-0.3,-5,1,-1,14,0.8,O=C(Cc1cccs1)Nc1ccc(-c2nc3ccccc3[nH]2)cc1
3,4,-36,-2.8,-10,6,-10,-13,-1.2,CNC(=S)N1CCN(c2ccccc2OC)CC1
10,2,23,-2.2,-10,6,-3,-2,-0.8,CCCCC(=O)OCC(=O)N1N=C(c2c[nH]c3ccccc23)C(O)C1c1ccc(OC)cc1 (stereo not drawn)
-2,8,-7,-2.3,-10,-1,11,-10,-3.8,CC(=C/c1ccco1)/C=N/NC(=O)c1nnn(-c2nonc2N)c1CN(C)C
19,-3,10,-4.3,-14,0,-2,-7,-2.3,Cc1cc(OCc2nnc(SCC(=O)O)n2-c2ccccc2)ccc1Cl

Reprinted from the part before: three entries, then new ones.
NALP1 yeast inh,IDE inh,PHOSPHO1 block,IMP-1 inhibitor,p-CIP stab down,IDE act,PfM18AAP inh,GPR7 antag,VIM-2 inhibitor,SMILES
10,2,23,-2.2,-10,6,-3,-2,-0.8,CCCCC(=O)OCC(=O)N1N=C(c2c[nH]c3ccccc23)C(O)C1c1ccc(OC)cc1 (stereo not drawn)
-2,8,-7,-2.3,-10,-1,11,-10,-3.8,CC(=C/c1ccco1)/C=N/NC(=O)c1nnn(-c2nonc2N)c1CN(C)C
19,-3,10,-4.3,-14,0,-2,-7,-2.3,Cc1cc(OCc2nnc(SCC(=O)O)n2-c2ccccc2)ccc1Cl
13,-7,6,-0.3,14,-1,-4,-16,-2.0,C=CCNC(=S)N(CC=C)C1CCS(=O)(=O)C1 (stereo not drawn)
9,3,-27,-3.5,-10,0,-4,-2,-1.2,COc1ccc(C(=O)/C(C)=N/O)cc1OC
11,-1,-22,-3.2,-4,2,-6,-3,-5.4,CCOC(=O)/C=C/C(=O)Nc1ccccc1-c1ccccc1NC(=O)/C=C/C(=O)OCC
32,1,-14,-3.9,-11,-2,0,-6,-2.9,CCNC(=S)N1CCN(c2cccc(C(F)(F)F)c2)CC1
10,4,-31,-2.7,-6,7,6,-3,-3.6,COc1ccc(S(=O)(=O)N(CC(=O)NC2CC2)C2CCCCC2)cc1Cl
8,1,16,-2.9,-10,2,4,-4,-3.1,O=C(COc1ccc(Cl)cc1)NCC(=O)N/N=C/c1cccs1
5,5,40,-2.6,-9,6,-12,-2,0.3,O=C(COc1cc(Cl)c(Cl)cc1Cl)NCCc1ccccn1
-2,3,0,-3.4,7,4,0,-13,-3.1,Cc1cc(Cl)ccc1OC(C)c1nnc(N)s1 (stereo not drawn)
17,3,17,-3.7,6,9,4,14,-4.0,O=C(NNC(=O)c1ccccc1C(=O)O)c1cc2ccccc2o1
18,2,18,-1.8,-11,2,-10,-15,-0.1,CS(=O)(=O)Nc1ccc(C(=O)NCCSCc2ccccc2)cc1
17,-3,7,-3.0,-4,0,1,10,-1.3,Brc1ccc(CN2CCN(c3ccccn3)CC2)s1
-3,0,-2,-3.9,2,-2,4,-5,-2.8,CCN1C(=O)[C@H]2[C@@H](c3ccc(C)cc3)N3C(=O)N(c4ccccc4)C(=O)[C@@]3(CC)[C@H]2C1=O
-11,-1,27,-2.0,-10,0,2,-4,-1.8,Cc1cc(Cl)ccc1C(=O)C1CCCN(C(=O)c2snnc2C)C1 (stereo not drawn)
/,8,56,-2.6,10,-3,1,-24,-3.0,O=C(NCc1ccccc1)NC12CC3CC(CC(C3)C1)C2
1,/,10,-3.2,-5,-1,-2,11,-3.5,O=C(c1cccc2ccccc12)N1CCN(Cc2ccccc2F)CC1
18,1,14,-2.0,-2,-1,-3,5,-3.8,O=C(O)CC/C(=N\NC(=O)c1ccccc1Br)c1ccccc1
9,7,42,-1.0,8,-3,0,-16,-1.5,Cc1cc(NC(=O)CN2C(=O)c3ccccc3C2=O)no1
-4,-3,61*,-2.1,-10,-2,5,-13,-1.6,CC(NC(=O)COC(=O)c1cc([N+](=O)[O-])ccc1N1CCOCC1)c1ccccc1 (stereo not drawn)
18,/,-132,-2.9,-8,3,-2,-9,-3.0,Cc1ccc(OC(C)C(=O)Nc2ccc3c(c2)n(C)c(=O)n3C)c(C)c1 (stereo not drawn)
2,6,7,-0.5,0,3,5,-1,-1.3,COc1ccc(NC(=O)CCS(=O)(=O)c2cccc3nonc23)c(OC)c1
5,1,-18,-4.0,-11,-6,6,-2,0.0,COCCCN1CCc2[nH]c(=S)[nH]c(=O)c2C1
6,-2,19,-2.5,-22,7,-1,-10,-2.6,CC(C)Nc1nc2c(c(=O)n(C)c(=O)n2C)n1C
3,-2,-6,-2.5,-25,2,4,-13,-1.8,O=C(Cn1nnc(-c2cccs2)n1)N1CCc2ccccc2C1
15,1,38,-5.0,-5,4,-1,-7,-0.5,COc1ccc(-n2c(O)c(C=Nc3ccccc3)c3ccccc3c2=O)cc1OC
6,1,5,-2.1,-3,3,-7,-25,-1.8,CCC(CC)C(=O)Nc1cccc(-c2nc3ccccc3o2)c1
3,-1,-1,-0.3,10,1,-4,-7,-0.8,CC(=O)N1CCC(N(C(=O)Nc2c(F)cccc2F)C(C)C)CC1
4,-3,32,-2.4,5,2,-5,-8,-1.2,Cc1cccc(C(C)C)c1NS(=O)(=O)c1cn(C)nc1C
-20,5,32,-1.2,13,10,-1,0,-3.4,O=C(OCc1nnc(-c2ccccc2)o1)c1cc(F)c(F)cc1Cl
7,-3,6,-2.5,10,2,4,16,-0.3,COc1ccc(C2=NOC(C(=O)NCc3cccs3)C2)cc1 (stereo not drawn)
11,4,6,-2.7,3,4,-1,-2,-2.4,CNC[C@H](O)c1cccc(O)c1

Three compounds out of the list above, arranged by the number in PfM18AAP inh, descending.
NALP1 yeast inh,IDE inh,PHOSPHO1 block,IMP-1 inhibitor,p-CIP stab down,IDE act,PfM18AAP inh,GPR7 antag,VIM-2 inhibitor,SMILES
9,7,42,-1.0,8,-3,0,-16,-1.5,Cc1cc(NC(=O)CN2C(=O)c3ccccc3C2=O)no1
6,-2,19,-2.5,-22,7,-1,-10,-2.6,CC(C)Nc1nc2c(c(=O)n(C)c(=O)n2C)n1C
6,1,5,-2.1,-3,3,-7,-25,-1.8,CCC(CC)C(=O)Nc1cccc(-c2nc3ccccc3o2)c1

Next section:
NALP1 yeast inh,IDE inh,PHOSPHO1 block,IMP-1 inhibitor,p-CIP stab down,IDE act,PfM18AAP inh,GPR7 antag,VIM-2 inhibitor,SMILES
9,-2,35,-0.5,-13,0,-3,8,-2.0,CC(=O)NC12CC3CC(C1)CC(C(=O)N1CCN(c4ncccn4)CC1)(C3)C2
28,15,-11,-1.1,0,-11,2,-6,-0.3,O=C(/C=C/c1ccc(Br)cc1)NC(=S)Nc1ccc(S(=O)(=O)Nc2nccs2)cc1
12,-10,19,-1.1,-19,2,0,10,0.5,COc1ccc(F)cc1CSc1nnnn1-c1ccc(O)cc1
-8,-4,32,-2.4,-12,3,6,-10,-0.3,C=COCCNC(=S)Nc1ccccc1
-10,7,65*,-0.3,0,7,1,1,-1.0,O=C(OCC(=O)N1CCc2ccccc2C1)c1cccs1
6,0,-20,-0.1,-3,2,-6,5,-0.2,Cc1cc(C)c(NC(=O)CN2C(=O)CC(C)S(=O)(=O)c3ccccc32)c(C)c1 (stereo not drawn)
2,0,23,0.7,3,-3,9,8,-0.5,CN(CC1CCOCC1)C(=O)CC1C(=O)NCCN1Cc1cccc(F)c1 (stereo not drawn)
17,3,3,-2.4,-17,3,-12,-2,-5.3,CC1Cc2ccccc2N1C(=O)Cn1cnc2c1c(=O)n(C)c(=O)n2C (stereo not drawn)
0,-3,30,-5.4,-3,4,7,-8,-1.2,COc1ccc(NC(=O)CN2C(=O)C(C)Oc3ccccc32)cc1OC (stereo not drawn)

A second format for part of the listing above:
compound: CCNC(=S)N1CCN(c2cccc(C(F)(F)F)c2)CC1
- NALP1 yeast inh = 32
- IDE inh = 1
- PHOSPHO1 block = -14
- IMP-1 inhibitor = -3.9
- p-CIP stab down = -11
- IDE act = -2
- PfM18AAP inh = 0
- GPR7 antag = -6
- VIM-2 inhibitor = -2.9

compound: COc1ccc(NC(=O)CCS(=O)(=O)c2cccc3nonc23)c(OC)c1
- NALP1 yeast inh = 2
- IDE inh = 6
- PHOSPHO1 block = 7
- IMP-1 inhibitor = -0.5
- p-CIP stab down = 0
- IDE act = 3
- PfM18AAP inh = 5
- GPR7 antag = -1
- VIM-2 inhibitor = -1.3

compound: O=C(COc1cc(Cl)c(Cl)cc1Cl)NCCc1ccccn1
- NALP1 yeast inh = 5
- IDE inh = 5
- PHOSPHO1 block = 40
- IMP-1 inhibitor = -2.6
- p-CIP stab down = -9
- IDE act = 6
- PfM18AAP inh = -12
- GPR7 antag = -2
- VIM-2 inhibitor = 0.3

compound: O=C(/C=C/c1ccc(Br)cc1)NC(=S)Nc1ccc(S(=O)(=O)Nc2nccs2)cc1
- NALP1 yeast inh = 28
- IDE inh = 15
- PHOSPHO1 block = -11
- IMP-1 inhibitor = -1.1
- p-CIP stab down = 0
- IDE act = -11
- PfM18AAP inh = 2
- GPR7 antag = -6
- VIM-2 inhibitor = -0.3
